TexasRed fluor = Total Fluorescence Counterscreen for Inhibitors of the Interaction of Thyroid Hormone Receptor and Steroid Receptor Coregulator 2; TRb/SRC2 Texas Red total fluorescence interference; actives 0.29% (n = 280,000); Potency, µM (titrated, usually from 106 µM), inactives show at the top dose fluorescence change, negative = quenching; active means well fitted curve in either direction with a large enough effect; inconclusive means small, poorly fitted or top-dose-only effect; further: potency means the concentration at half of the fitted maximal effect; on the % scale 0 is the no-effect control and ±100 the full control effect
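Flags fluorescent or light-absorbing compounds by total fluorescence, S + 2P, at 555 nm excitation and 632 nm emission. Mixture: 20 nM Texas Red SRC2 peptide, 0.6 uM human TRb LBD, 1 uM T3, 5% DMSO; compound exposure 5 h at ambient temperature.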
Tau FP inhib = qHTS for Inhibitors of Tau Fibril Formation, Fluorescence Polarization. Microtubule-associated protein tau (Homo sapiens), P10636. K18 P301L tau heparin fibrillization, Alexa594 FP, 6 h. Potency, µM (series often up to 57.7 µM), without a hit: at the highest dose activity, negative = inhibition, actives largely listed as inhibitors. actives 0.39% (n = 280,000); further: potency means the concentration at half of the fitted maximal effect; on the % scale 0 is the no-effect control and ±100 the full control effect; nearly all actives have a fitted effect of over 55% in size
Target sequence (P10636 561-689 P618L limits assumed): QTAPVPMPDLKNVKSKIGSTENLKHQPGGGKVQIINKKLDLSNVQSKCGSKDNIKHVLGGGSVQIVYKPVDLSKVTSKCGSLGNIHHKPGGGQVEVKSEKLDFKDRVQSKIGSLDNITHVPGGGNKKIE
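Recombinant K18 P301L […], labeled with Alexa 594 at 0.24 uM over 15 uM unlabeled; heparin inducer 20 uM final; 37 C, 6 hr; FP endpoint.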
CBFb RUNX1 block = qHTS Assay for Compounds Blocking the Interaction Between CBF-beta and RUNX1 for the Treatment of Acute Myeloid Leukemia. Potency, µM (series often up to 59.8 µM), for inactives: at the top dose activity, negative = inhibition, hits mostly inhibitors. AlphaScreen CBFb-His/RUNX1-biotin binding, biochemical. 230,000 tested, under 10 active. AID 1477, 2009; further: % of control where 0% means no effect
Target sequence (Q01196 whole entry, looked up): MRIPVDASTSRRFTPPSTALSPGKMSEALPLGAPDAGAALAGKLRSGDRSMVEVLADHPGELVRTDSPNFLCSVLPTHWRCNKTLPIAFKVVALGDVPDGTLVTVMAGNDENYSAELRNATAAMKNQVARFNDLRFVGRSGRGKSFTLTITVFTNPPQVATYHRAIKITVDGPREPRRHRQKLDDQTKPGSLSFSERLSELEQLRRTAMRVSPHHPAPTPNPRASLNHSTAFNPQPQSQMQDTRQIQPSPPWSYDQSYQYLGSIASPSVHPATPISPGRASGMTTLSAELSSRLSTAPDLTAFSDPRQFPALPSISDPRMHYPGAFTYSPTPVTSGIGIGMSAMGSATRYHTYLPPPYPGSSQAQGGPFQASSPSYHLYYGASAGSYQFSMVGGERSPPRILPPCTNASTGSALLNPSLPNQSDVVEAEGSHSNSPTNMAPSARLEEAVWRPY
Target sequence (Q13951 whole entry, looked up): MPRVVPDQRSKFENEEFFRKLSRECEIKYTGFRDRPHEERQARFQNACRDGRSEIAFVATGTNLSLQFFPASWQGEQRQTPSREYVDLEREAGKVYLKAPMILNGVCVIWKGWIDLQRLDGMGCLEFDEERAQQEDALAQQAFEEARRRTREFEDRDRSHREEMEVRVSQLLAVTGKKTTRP
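Bead-based AlphaScreen assay; binding partners His-tagged CBF-beta and biotinylated RUNX1 at 30 nM each. Compound exposure 15 min after a 20-min protein preincubation; bead step 90 min; all steps at room temperature.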
TRb-SRC2 inh = qHTS for Inhibitors of the Interaction of Thyroid Hormone Receptor and Steroid Receptor Coregulator 2; TRbeta-SRC2 peptide binding, fluorescence polarization; receptor liganded with 1 µM T3; actives 0.065% (n = 280,000); Potency, µM (series often up to 106 µM), for inactives: at the highest dose activity change, negative = inhibition, most hits filed as inhibitors; Thyroid hormone receptor beta (Homo sapiens), P10828; AID 1469, 2008;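 further: potency means the concentration at half of the fitted maximal effect; plate controls were bound peptide for no effect and peptide without receptor for full effect; nearly all actives have a fitted effect of over 50% in size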
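TRb LBD 0.6 uM + Texas Red SRC2 peptide 20 nM, 1 uM T3, Tris buffer w/ 5% DMSO; compound pinned, 5 h RT; FP read ex 555/em 632; normalized to unbound and bound controls.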
Epigenetic derep = Quantitative High-Throughput Screen for Regulators of Epigenetic Control | actives 0.2% (n = 280,000) | murine LDR cells, GFP reporter derepression, 30 h | Potency, µM (series often up to 53.9 µM), for the others: at the highest dose GFP activation, hits mostly activators | AID 1865, 2009; further: potency means the concentration at half of the fitted maximal effect; % of control where 0% means no effect; nearly all actives have a fitted effect of over 60% in size
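Reporter derepression read as number of fluorescent GFP-positive objects, 20-120 um in size, counted by laser-scanning cytometer. Mouse LDR line with an epigenetically silenced CMV-GFP locus; compound incubation 30 h, 37 C.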
GLA spleen mod = qHTS Assay for Inhibitors and Activators of Human alpha-Galactosidase From Spleen Homogenate; AID 2107, 2009; Alpha-galactosidase A (Homo sapiens), P06280; Potency, µM (top dose mostly 80 µM), for inactives: top-dose activity change, negative = inhibition, actives largely listed as inhibitors; human spleen homogenate, 4MU-alpha-Gal fluorescence, 40 min; actives 0.008% (n = 240,000);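 further: potency means the concentration at half of the fitted maximal effect; 0% = enzyme with vehicle and -100% = no enzyme basal signal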
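Inhibition or activation of alpha-galactosidase in human spleen homogenate is scored by 4-MU fluorescence after 40 min at 37C, pH 5.0, with 1 mM substrate. AC50s come from concentration-response fitted to the Hill equation.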
NPSR antagonist = qHTS Assay for Antagonists of the Neuropeptide S Receptor: cAMP Signal Transduction | CHO-NPSR cells, cAMP TR-FRET, antagonist mode | Potency, µM (doses to about 38.3 µM), for the others: top-dose activity change, negative = inhibition, usual class: inhibitors | actives 1% (n = 220,000) | AID 1461, 2008; further: potency means the concentration at half of the fitted maximal effect; on the % scale 0 is the no-effect control and ±100 the full control effect; nearly all actives have a fitted effect of over 50% in size; many of its hits are not listed in these tables
Tau fluor counter = Counterscreen qHTS for Inhibitors of Tau Fibril Formation, Fluorescence Polarization. tau K18 P301L Alexa594 fluorescence, heparin fibrillization. Potency, µM (doses to about 57.7 µM), without a hit: at the highest dose activity change, negative = decrease. actives 0.93% (n = 280,000). AID 1463, 2008; further: potency means the concentration at half of the fitted maximal effect; on the % scale 0 is the no-effect control and ±100 the full control effect; nearly all actives have a fitted effect of over 55% in size
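Human tau K18 P301L (15 uM unlabeled, 0.24 uM Alexa 594-labeled) in 100 mM sodium acetate pH 7 with 20 uM heparin, 6 hr at 37 C. ThT 30 uM added, 1 hr ambient; Alexa 594 FP and total fluorescence read at 555/632 nm.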
Numbers without * were called inactive; & = joins results of further samples; [ ] = dose if it differs, or a comment. Unless noted, the call rests on the fitted dose curve; in most records, active means well fitted curve in the direction sought with a large enough effect; inconclusive means small, poorly fitted or top-dose-only effect, or another doubt; inactive means no such curve, though single readings can be large; an effect the other way counts as inactive or inconclusive.

`COc1ccc(/C=N/Nc2cc(C)nc(N3CCOCC3)n2)c(OC)c1` gave TexasRed fluor -4%, Tau FP inhib inconclusive, CBFb RUNX1 block 1%, TRb-SRC2 inh 1%, Epigenetic derep -2.0%, GLA spleen mod 6%, NPSR antagonist 3% and Tau fluor counter -16%.
`CCOC(=O)Cn1cnc2c(nnn2-c2ccc(C)cc2)c1=O` gave TexasRed fluor 1%, Tau FP inhib 3%, CBFb RUNX1 block 1%, TRb-SRC2 inh -14%, Epigenetic derep -0.1%, GLA spleen mod -10%, NPSR antagonist 2%[46.1 µM] and Tau fluor counter -7%.
CC(C)Oc1ccc(C(=O)N2CC(=O)Nc3ccc(F)cc3C2c2ccc(F)cc2)cc1 (stereo not given) was read as TexasRed fluor -1%, Tau FP inhib -5%, TRb-SRC2 inh 3%, Epigenetic derep -0.2% and Tau fluor counter -15%.
`CCn1nc(C(=O)OCC(=O)Nc2ncc(Cl)c(C)c2Cl)c2ccccc2c1=O` gave TexasRed fluor 2%, Tau FP inhib 11%, CBFb RUNX1 block -11%, TRb-SRC2 inh 4%, Epigenetic derep 0.0%, GLA spleen mod -7%, NPSR antagonist 10% and Tau fluor counter -5%.
Cc1ccc2nc(-c3sc4nc(C)ccc4c3N)[nH]c2c1 was read as TexasRed fluor 1%, Tau FP inhib 9%, CBFb RUNX1 block 0%, TRb-SRC2 inh -2%, Epigenetic derep -2.0%, GLA spleen mod -1%, NPSR antagonist -19%[46.1 µM] and Tau fluor counter 2%.
`Cc1cc(Cl)c(OCCCn2ccnc2)c(Br)c1` gave TexasRed fluor -1%, Tau FP inhib 2%, CBFb RUNX1 block -2%, TRb-SRC2 inh -3%, Epigenetic derep -0.9%, GLA spleen mod 3%, NPSR antagonist 2% and Tau fluor counter -1%.
For CCC(Sc1ccc2nnc(-c3cccnc3)n2n1)C(=O)O (stereo not given) the results were TexasRed fluor -1%, Tau FP inhib -2%, CBFb RUNX1 block 14%, TRb-SRC2 inh -5%, Epigenetic derep 0.0%, GLA spleen mod 2%, NPSR antagonist inconclusive and Tau fluor counter 6%.
`CN1CCC(=NNC(=O)C(=O)NC2CCCCC2)CC1` gave TexasRed fluor -3%, Tau FP inhib inconclusive, CBFb RUNX1 block 2%, TRb-SRC2 inh -2%, Epigenetic derep 0.8%, GLA spleen mod 4%, NPSR antagonist -4%[46.1 µM] and Tau fluor counter -16%.
O=C(COC(=O)c1cncc(Br)c1)NCc1ccccc1 was read as TexasRed fluor 0%, Tau FP inhib 11%, CBFb RUNX1 block -4%, TRb-SRC2 inh -4%, Epigenetic derep -2.9%, GLA spleen mod -2%, NPSR antagonist -7% and Tau fluor counter -3%.
Cc1cc(C)cc(NC(=O)CCS(=O)(=O)c2ccc3c(c2)oc(=O)n3C)c1 was read as TexasRed fluor -20%, Tau FP inhib -3%, TRb-SRC2 inh 1%, Epigenetic derep -0.4% and Tau fluor counter 0%.
`O=C(CSc1nc2ccccc2o1)N/N=C/c1ccccc1C(=O)O` gave TexasRed fluor 1%, Tau FP inhib -3%, CBFb RUNX1 block -2%, TRb-SRC2 inh 1%, Epigenetic derep 1.1%, GLA spleen mod 2%, NPSR antagonist 20% and Tau fluor counter 4%.
For Nc1ccccc1O the results were TexasRed fluor -3%, CBFb RUNX1 block 4%[21.7 µM], TRb-SRC2 inh -7% and GLA spleen mod -2%.
`N/C(=N\OC(=O)CCC1CCCC1)c1cccc([N+](=O)[O-])c1` gave TexasRed fluor 3%, Tau FP inhib -3%, CBFb RUNX1 block 1%, TRb-SRC2 inh -6%, Epigenetic derep -0.9%, GLA spleen mod -6%, NPSR antagonist 4%[46.1 µM] and Tau fluor counter -20%.
For COc1ccc(OC)c(NC(=O)CSc2nnc(-c3cccnc3)s2)c1 the results were TexasRed fluor -2%, Tau FP inhib -2%, CBFb RUNX1 block -7%, TRb-SRC2 inh -10%, Epigenetic derep -1.5%, GLA spleen mod -8%, NPSR antagonist 2% and Tau fluor counter -7%.
`O=c1cc(CSc2ccccn2)c2ccccc2[nH]1` gave TexasRed fluor -4%, Tau FP inhib 5%, CBFb RUNX1 block 3%, TRb-SRC2 inh 3%, Epigenetic derep 0.0%, GLA spleen mod 20%, NPSR antagonist -7%[46.1 µM] and Tau fluor counter 12%.
For CCOC(=O)c1c(C)[nH]c(C)c1C(=O)COc1ncnc2ccccc12 the results were TexasRed fluor -1%, Tau FP inhib -4%, CBFb RUNX1 block 4%, TRb-SRC2 inh -5%, Epigenetic derep -3.1%, GLA spleen mod -5%, NPSR antagonist -18% and Tau fluor counter -8%.
For CCC(CC)C(=O)Nc1nnc(SCc2cc(=O)c3ccccc3[nH]2)s1 the results were TexasRed fluor -1%, Tau FP inhib -6%, TRb-SRC2 inh -3%, Epigenetic derep -0.1% and Tau fluor counter -15%.
For CC(C)OP(=O)(OC(C)C)C(Nc1ccccc1)c1ccccc1C(F)(F)F (stereo not given) the results were TexasRed fluor -1%[53 µM], Tau FP inhib 6%, CBFb RUNX1 block -8%, TRb-SRC2 inh 2%[53 µM], Epigenetic derep -0.3%, GLA spleen mod -2%, NPSR antagonist -24% and Tau fluor counter -7%.
For COc1cc(C2CC(=O)Oc3c(C(CCN4CCCC(C)C4)c4ccc(N(C)C)cc4)c(OC)cc(OC)c32)cc(OC)c1OC (stereo not given) the results were TexasRed fluor -1%&0%, Tau FP inhib -1%, CBFb RUNX1 block -25%&-24%, TRb-SRC2 inh -1%&-8%, Epigenetic derep 2.1%, GLA spleen mod 9%&-2%, NPSR antagonist -10% and Tau fluor counter -28%.
COC(=O)N1CCN(CCc2ccccc2)CC1 was read as TexasRed fluor -1%, Tau FP inhib 2%, CBFb RUNX1 block 7%, TRb-SRC2 inh 2%, Epigenetic derep -0.4%, GLA spleen mod -3%, NPSR antagonist 10% and Tau fluor counter -4%.

Already shown: entries from further up.
`O=C(CSc1nc2ccccc2o1)N/N=C/c1ccccc1C(=O)O` gave TexasRed fluor 1%, Tau FP inhib -3%, CBFb RUNX1 block -2%, TRb-SRC2 inh 1%, Epigenetic derep 1.1%, GLA spleen mod 2%, NPSR antagonist 20% and Tau fluor counter 4%.
For Nc1ccccc1O the results were TexasRed fluor -3%, CBFb RUNX1 block 4%[21.7 µM], TRb-SRC2 inh -7% and GLA spleen mod -2%.
`N/C(=N\OC(=O)CCC1CCCC1)c1cccc([N+](=O)[O-])c1` gave TexasRed fluor 3%, Tau FP inhib -3%, CBFb RUNX1 block 1%, TRb-SRC2 inh -6%, Epigenetic derep -0.9%, GLA spleen mod -6%, NPSR antagonist 4%[46.1 µM] and Tau fluor counter -20%.
For COc1ccc(OC)c(NC(=O)CSc2nnc(-c3cccnc3)s2)c1 the results were TexasRed fluor -2%, Tau FP inhib -2%, CBFb RUNX1 block -7%, TRb-SRC2 inh -10%, Epigenetic derep -1.5%, GLA spleen mod -8%, NPSR antagonist 2% and Tau fluor counter -7%.

Following part.
`COc1ccc(CNc2nc(SCc3cc(=O)n4cc(Cl)ccc4n3)nc3ccccc23)cc1` gave TexasRed fluor 0%, Tau FP inhib -5%, CBFb RUNX1 block 0%, TRb-SRC2 inh -3%, Epigenetic derep 0.0%, GLA spleen mod -2%, NPSR antagonist -11%[46.1 µM] and Tau fluor counter -10%.
`CC(C)(C)OC(=O)NCCCCC1=CC2=CC(=O)C(C)(OC(=O)c3ccco3)C(=O)C2=CO1` (stereo not given) gave TexasRed fluor 1%, Tau FP inhib inconclusive, CBFb RUNX1 block -20%, TRb-SRC2 inh -7%, Epigenetic derep 2.2%, GLA spleen mod -4% and Tau fluor counter inconclusive.
`COc1ccc(/C=C/C(=O)NC(=S)Nc2cc([N+](=O)[O-])ccc2O)cc1OC` gave TexasRed fluor -14%, Tau FP inhib inconclusive, CBFb RUNX1 block -11%, TRb-SRC2 inh 10%, Epigenetic derep -2.2%, GLA spleen mod -1%, NPSR antagonist -15% and Tau fluor counter -14%.
COc1cccc(C(=O)NCC(=O)N/N=C/c2ccc(OC(=O)c3cccs3)c(OC)c2)c1 was read as TexasRed fluor -3%, Tau FP inhib -12%, CBFb RUNX1 block 1%, TRb-SRC2 inh -1%, Epigenetic derep 0.0%, GLA spleen mod 2%, NPSR antagonist 3% and Tau fluor counter inconclusive.
Screening Cc1ccccc1OCC(=O)N/N=C/c1cn(Cc2ccccc2)c2ccccc12 returned TexasRed fluor inconclusive, Tau FP inhib 16%, CBFb RUNX1 block 2%, TRb-SRC2 inh -9%, Epigenetic derep 1.0%, GLA spleen mod -2%, NPSR antagonist -20% and Tau fluor counter -19%.
For CCOc1ccc(N(C(C)C(=O)NCCSc2ccc(Cl)cc2)S(C)(=O)=O)cc1 (stereo not given) the results were TexasRed fluor -2%, Tau FP inhib 1%, TRb-SRC2 inh 6%, Epigenetic derep -0.2% and Tau fluor counter -21%.
`O=S(=O)(c1ccc2[nH]c3c(c2c1)CCCCC3)N1CCN(c2cccc(Cl)c2)CC1` gave TexasRed fluor -5%, Tau FP inhib 3%, TRb-SRC2 inh 1%, Epigenetic derep 5.1% and Tau fluor counter inconclusive.

The list is partial; the hit share may differ from the screen's.
